Bioassay records: PubChem BioAssay, National Center for Advancing Translational Sciences (NCATS)
GLP-1R inv ag = inverse agonists of human GLP-1 receptor; actives 1.6% (n = 410,000); P43220; HEK293 GLP-1R CRE-luciferase, luminescence, 24 h; GLP-1R form is constitutively active; Potency, µM (titrated, usually from 38.3 µM), inactives show top-dose activity change, negative = inhibition, hits mostly inhibitors; note: potency is the fitted concentration of half-maximal effect; % is set by controls: 0 for no effect and ±100 for the full control effect; nearly all actives have a fitted effect of over 55% in size
Target sequence (P43220 whole entry, looked up): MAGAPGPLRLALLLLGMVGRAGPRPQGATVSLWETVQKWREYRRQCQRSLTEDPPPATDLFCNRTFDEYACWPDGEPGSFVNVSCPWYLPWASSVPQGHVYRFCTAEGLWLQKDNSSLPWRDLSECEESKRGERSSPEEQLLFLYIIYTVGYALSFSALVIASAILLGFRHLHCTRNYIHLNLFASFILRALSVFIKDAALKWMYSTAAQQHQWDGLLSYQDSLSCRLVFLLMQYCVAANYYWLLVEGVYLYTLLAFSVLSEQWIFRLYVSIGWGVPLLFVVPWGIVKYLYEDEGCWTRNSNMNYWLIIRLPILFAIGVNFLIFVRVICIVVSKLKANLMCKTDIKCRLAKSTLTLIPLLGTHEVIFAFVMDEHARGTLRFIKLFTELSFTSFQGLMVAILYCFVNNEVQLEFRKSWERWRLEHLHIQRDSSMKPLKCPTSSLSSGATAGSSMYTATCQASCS
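Constitutively active GLP-1R drives a cAMP-responsive luciferase in stably transfected HEK293 cells; test compounds are added after overnight (12 h) attachment and left 24 hr, and signal loss in luminescence marks inhibition.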
pAkt inh = Akt phosphorylation inhibition; Neuro2A IGF-stimulated pAkt S473 HTRF, 20 min; stronger effect = lower value; AID 651550; actives 0.32% (n = 360,000); activity change, % for hits at 50 µM; in the data active = activity change below about -80%; inconclusive = mostly about -51% to -80%; note: % is set by controls: 0 for no effect and ±100 for the full control effect
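Single-point screen (50 µM final compound) in Neuro2A cells stimulated 20 min with 6 nM IGF at 37 deg C. After lysis, Ser473-phosphorylated Akt read by HTRF (ex 330 nm, em 615/665 nm) as the 665/615 ratio.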
D3 antag = D3 dopamine receptor (human) antagonism. P35462. D3R cells, DiscoveRx beta-arrestin luminescence, antagonist mode; stronger effect = lower value. max response, negative = inhibition, %. actives 2.5% (n = 360,000). AID 652054; in the data active = max response below about -50%; inconclusive = no clear call, values can overlap the other calls; note: % is set by controls: 0 for no effect and ±100 for the full control effect; mostly tested at two doses, the higher about 12 µM
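Cells plated overnight at 1500 cells/well, then exposed to library compounds with dopamine controls for 90 minutes at 37 degrees C. DiscoveRx reagent added for 30–60 minutes at room temperature; luminescence read, quantitative HTS format.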
FUS suppressor = suppressors of FUS proteinopathy in yeast | Potency, µM (doses to about 76.6 µM), for the others: at the highest dose growth rescue (activation), hits mostly activators | AID 1347120 | S. cerevisiae FUS-expressing, growth rescue, OD600, 24 h | actives 0.24% (n = 390,000);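 note: potency is the fitted concentration of half-maximal effect; plate controls were DMSO vehicle for no effect and reference control for full effect; nearly all actives have a fitted effect of over 55% in size; some results filed as inactive show a strong effect at the top dose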
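Read-out: OD at 600 nm after 24hr at 30C, reporting rescue of FUS-induced yeast toxicity. Cells at OD 0.005 in galactose (2%) minimal medium; compounds tested in a dilution series; CP55940 titration from 92uM final as control.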
Abeta rescue = compounds reversing amyloid beta toxicity in yeast | actives 0.063% (n = 410,000) | yeast expressing A-beta42, growth rescue, OD600, 48 h; response scale: 0% DMSO, 100% iron-clioquinol control | AID 1347071 | Potency, µM (highest dose often 46.1 µM), for inactives: at the highest dose growth rescue, hits mostly activators; note: potency is the fitted concentration of half-maximal effect; nearly all actives have a fitted effect of over 55% in size
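Yeast A-beta toxicity model in growth medium with pinned compounds, 48 h at 30 C; growth read as absorbance at 600 nm. Normalized to FeCl3/clioquinol equimolar mix (positive) and DMSO (negative).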
TDP43 rescue = rescues yeast growth from TDP-43 toxicity | actives 1.8% (n = 410,000) | TDP-43 expressing yeast growth rescue, BacTiter-Glo, 24 h | AID 652104 | Potency, µM (titrated, usually from 46.1 µM), for the others: top-dose growth rescue (activation), hits mostly activators; note: potency is the fitted concentration of half-maximal effect; % of control where 0% means no effect; nearly all actives have a fitted effect of over 50% in size
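Growth rescue of TDP-43-toxic yeast measured as ATP luminescence (BacTiter-Glo). Cells grown to mid-log in raffinose, induced in galactose at OD600=0.02, exposed to compound 24 hr at 30 deg C.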
aSyn rescue = rescues yeast growth from alpha-synuclein toxicity. Yeast expressing alpha-synuclein, growth rescue, BacTiter-Glo, 24 h. Potency, µM (doses to about 46.1 µM), inactives show at the top dose growth rescue (activation), most hits filed as activators. actives 0.14% (n = 370,000); note: potency is the fitted concentration of half-maximal effect; % of control where 0% means no effect; nearly all actives have a fitted effect of over 65% in size
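Screening used galactose-induced yeast with toxic alpha-synuclein levels, exposed to compound for 24 hr at 30 deg C. Cell growth, read with BacTiter-Glo luminescence, gave the measured signal.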
GLP1R ag = GLP-1 receptor (human) agonism. P43220. HEK293 GLP-1R CRE-luciferase, luminescence, 4-6 h; cells express a hypersensitive GLP-1R form. Potency, µM (series often up to 45.6 µM), for the others: top-dose activation, usual class: activators. actives 0.007% (n = 380,000). AID 624172; note: potency is the fitted concentration of half-maximal effect; % of control where 0% means no effect
PTHR1 agonist = agonists of human PTHR1 parathyroid hormone receptor | Q03431 | HEK293 GP2 PTHR1 cells, GloSensor cAMP luminescence, 1 h | Potency, µM (series often up to 115 µM), without a hit: at the highest dose activation, hits mostly activators | actives 0.075% (n = 410,000); note: potency is the fitted concentration of half-maximal effect; nearly all actives have a fitted effect of over 55% in size; some results filed as inactive show a strong effect at the top dose; inactives centre near -15; many of its hits are not listed in these tables
Target sequence (Q03431 whole entry, looked up): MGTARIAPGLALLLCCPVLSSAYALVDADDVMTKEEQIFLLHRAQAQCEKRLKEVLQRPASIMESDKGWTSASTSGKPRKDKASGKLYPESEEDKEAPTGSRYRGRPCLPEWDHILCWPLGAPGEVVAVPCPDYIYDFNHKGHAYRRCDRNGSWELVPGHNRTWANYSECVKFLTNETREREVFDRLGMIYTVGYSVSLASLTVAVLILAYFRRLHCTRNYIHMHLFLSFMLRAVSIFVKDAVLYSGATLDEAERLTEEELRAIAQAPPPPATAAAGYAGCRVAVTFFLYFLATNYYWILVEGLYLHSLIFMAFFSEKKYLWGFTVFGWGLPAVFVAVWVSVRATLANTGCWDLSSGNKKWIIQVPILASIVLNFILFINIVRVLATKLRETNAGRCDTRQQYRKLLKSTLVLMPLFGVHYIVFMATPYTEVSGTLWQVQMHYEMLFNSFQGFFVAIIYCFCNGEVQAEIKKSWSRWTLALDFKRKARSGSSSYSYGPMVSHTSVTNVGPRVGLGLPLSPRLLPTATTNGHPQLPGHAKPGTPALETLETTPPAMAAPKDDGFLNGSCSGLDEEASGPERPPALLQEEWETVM
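HEK-293-derived GP2 cells expressing PTHR1 and a GloSensor cAMP reporter, 3,000/well, plated overnight, given luciferin plus IBMX (each 0.5 mM as added) for 1 h at 37 °C, then compound for 1 h at 37 °C. Luminescence was read after 15 min at room temperature.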
An asterisk follows results filed as active; i = inactive; ? = inconclusive; · = no result given; [ ] = another dose, or the depositor's remark. Unless noted, calls come from the whole dose curve; as a rule, active = well fitted curve in the direction sought with a large enough effect; inconclusive = small, poorly fitted or top-dose-only effect, or another doubt; inactive = no such curve, though single readings can be large; an effect the other way counts as inactive or inconclusive. This is a subset; count on the stated rates, not on these rows.

smiles | GLP-1R inv ag | pAkt inh | D3 antag | FUS suppressor | Abeta rescue | TDP43 rescue | aSyn rescue | GLP1R ag | PTHR1 agonist
COc1ccc(OCC(=O)Nc2cccc(NC(=O)c3ccco3)c2)cc1 | 7% | i | -2 | 14% | 12% | ? | -11% | 9% | -1%
C[N+]1(C)CCC(=C2c3ccccc3CC(=O)c3sccc32)CC1 | 0% | i | -27 | 17% | -14% | -19% | 0% | -9% | i
Cc1ccc(CNC(=O)CSc2c3c(nc4ccc(Cl)cc24)CCCC3)o1 | ? | i | ? | 26% | 11% | -8% | -17% | 2% | i
CCc1ccc(C2N3CC4(C)CN2CC(c2ccccc2)(C3)C4=O)cc1 (stereo unspecified) | -1% | · | · | 2% | -12% | -8% | · | · | -57%[inhibitor]
O=C(NCc1ccco1)c1c(F)cccc1Cl | 1% | i | 2 | -18% | 3% | 22% | -7% | -3% | i
Cc1ccc2[nH]c(=O)c(CN(Cc3cccs3)Cc3nnnn3Cc3ccccc3)cc2c1 | ? | i | 12 | ? | 4% | -25% | 14% | 2% | -15%
Cc1onc(-c2ccccc2Cl)c1C(=O)Nc1cccc(S(=O)(=O)N2CCOCC2)c1 | 1% | i | -11 | 12% | 0% | 1% | -2% | -6% | -5%
COc1ccc(CN2CCN(C(=O)c3cc(OC)c(OC)c(OC)c3)CC2)cc1OC | 0% | i | -13 | 0% | -6% | -18% | -3% | -8% | i
Cc1ccc(NC(=O)COC(=O)CCc2ccccc2)c(Cl)c1 | 10% | i | -8 | 2% | -2% | 6% | 11% | 7% | i
O=C(N/N=C/c1ccsc1)c1ccccn1 | 7% | i | -7 | 15% | 2% | -24%[1.82 µM] | -9% | 3% | -29%
CCOC(=O)c1c(C)n2c3c(cc(C)cc13)CCC2 | 4% | i | 8 | -10% | -6% | 26% | 15% | 9% | i
COc1ccc(N(C)C(=O)Cn2cnc3sc(C)c(S(=O)(=O)N4CCN(c5ncccn5)CC4)c3c2=O)cc1 | -3% | · | · | -10% | -2% | 5% | · | -1% | -38%[inhibitor]
O=C(Nc1ccc(Cl)cc1)OCc1cn(-c2ccccc2)nn1 | 7% | i | 8 | -17% | 8% | -21% | -10% | 0% | i
Cc1cc(NC(=O)C2CCCC2)nc2c1c(=O)oc1ccccc12 | 8% | i | 45 | -8% | -10% | -29% | 3% | 11% | -27%
CCOCCc1nn2c(=O)cc(COC(=O)c3ccc(NC(=O)c4ccc(F)cc4)cc3)nc2s1 | 12% | · | · | -7% | -15% | -4% | · | · | i
Cn1c(=O)c2c(-c3ccccc3)n(-c3cc([N+](=O)[O-])ccc3N)cc2n(C)c1=O | 33%[activator] | i | -30 | -15% | -7% | 23% | -6% | 28% | -19%
Cc1ccc2nc(C3CCCCC3)c(Cc3ccccc3)n2c1 | ? | i | -22 | 8% | -16% | -3% | -4% | 1% | i
COc1cc(C(=O)Nc2nc(OC)c(-c3ccccc3)c(OC)n2)cc(OC)c1OC | 1% | i | 44 | 40% | 9% | -11% | 5% | -1% | -16%[57.5 µM]
Fc1ccc(-c2csc3[n+]2CCS3)cc1 | 5% | i | -14 | -6% | 2% | -4% | -8% | -7% | -6%[57.5 µM]
O=C(NCC(=O)N1CC=C(c2ccccc2)CC1)c1ccc(OC(F)F)cc1 | ? | i | 20 | 6% | -11% | 15% | -6% | -6% | -7%
CCCN(CC(=O)Nc1ccc(C)cc1Br)CC(=O)Nc1ccc(F)c(F)c1F | ? | i | -14 | · | 1% | 24% | ? | 1% | i
C/C(=N\NC(=O)c1cccc(S(=O)(=O)N2CCCC2)c1)c1ccc(C)cc1 | -26% | i | 0 | -19% | 1% | 20% | 0% | -2% | -9%
CCOc1ccc(NC(=O)COC(=O)c2cc([N+](=O)[O-])ccc2N2CCOCC2)cc1 | ? | i | 1 | 3% | 6% | 3% | 3% | 20% | -6%
COc1cccc(CNC(=O)C(=O)NCC(c2ccc3c(c2)OCO3)N2CCOCC2)c1 (stereo unspecified) | 10% | · | · | -1% | -10% | -22% | · | · | 7%
CC(C(=O)N1CCc2ccccc21)N(C)CC(=O)Nc1ccc(F)cc1 (stereo unspecified) | ? | i | -21 | · | 2% | -24% | 7% | 1% | -96%[inhibitor]
c1ccc(CSc2cc3ccccc3[nH]2)cc1 | ? | i | -8 | 6% | 29% | ? | -1% | 24% | -4%
Cc1c(OCc2ccc(C(=O)O)o2)ccc2c3c(c(=O)oc12)CCC3 | 1% | i | 13 | 15% | -7% | -20% | 6% | 0% | i
CCc1ccc(-c2nc(CS(=O)CC(=O)NCCCN3CCOCC3)c(C)o2)cc1 (stereo unspecified) | -16% | i | 8 | 6% | 5% | -11% | 8% | 0% | -10%
CC1(C)CC(=O)C2=C(C1)OC(c1cccs1)C(C#N)=C2N (stereo unspecified) | -8% | i | 2 | 3% | 16% | -17% | 1% | -8% | -5%[57.5 µM]
Cc1cccc(S(=O)(=O)NC(=O)C2(C)CCN2C(=O)c2ccccc2CCc2ccccc2)c1 (stereo unspecified) | -29% | i | -22 | 35% | -9% | 16µM* | -15% | 0% | -6%

By substructure, those above containing a nitro group on carbon (2)
smiles | GLP-1R inv ag | pAkt inh | D3 antag | FUS suppressor | Abeta rescue | TDP43 rescue | aSyn rescue | GLP1R ag | PTHR1 agonist
Cn1c(=O)c2c(-c3ccccc3)n(-c3cc([N+](=O)[O-])ccc3N)cc2n(C)c1=O | 33%[activator] | i | -30 | -15% | -7% | 23% | -6% | 28% | -19%
CCOc1ccc(NC(=O)COC(=O)c2cc([N+](=O)[O-])ccc2N2CCOCC2)cc1 | ? | i | 1 | 3% | 6% | 3% | 3% | 20% | -6%

The list continues:
smiles | GLP-1R inv ag | pAkt inh | D3 antag | FUS suppressor | Abeta rescue | TDP43 rescue | aSyn rescue | GLP1R ag | PTHR1 agonist
CC(C)c1cc(C(F)(F)F)nc(NNc2nc(C(C)C)cc(C(F)(F)F)n2)n1 | ? | i | 31 | -6% | -13% | 20% | -12% | 15% | -33%[inhibitor]
CC(C)N(C(=O)CSc1nnnn1C1CCCC1)C(C)C | -8% | i | -21 | · | 1% | -3% | 0% | -1% | i
COC(=O)c1c(C)oc(C)c1S(=O)(=O)N1CCCC1 | 9% | i | -14 | -15% | 4% | -4% | -6% | -2% | -17%
CCC1(c2ccc(F)cc2)NC(=O)N(CC(=O)N2CC(=O)Nc3ccccc32)C1=O (stereo unspecified) | 4% | i | 5 | 16% | 13% | 0% | -1% | 0% | -9%
CCSC1=N/C(=C\c2ccc(OC)cc2)C(=O)N1 | 36%[activator] | i | -9 | 2% | 15% | 16% | 11% | 13% | -27%
CCOc1ccc(CN(C)C(C)C(=O)Nc2ccc([N+](=O)[O-])cc2Cl)cc1OC (stereo unspecified) | ? | i | 18 | -7% | -1% | 25% | -1% | 0% | -17%
COc1cn(-c2ccccc2)nc1C(=O)OCC(=O)Nc1ccc(C)c(C)c1 | 0% | i | 7 | -13% | 12% | 24% | 0% | 8% | -50%[inhibitor]
CCc1ccc(NC(=O)C(=O)NNC(=O)c2ccc(OC)cc2)cc1 | 3% | i | -3 | 5% | -11% | 0% | 0% | 0% | i
O=C(COc1ccc(Cl)cc1Cl)Nc1nnc(C2=COCCO2)o1 | 11% | i | -1 | 6% | -12% | · | -1% | -5% | i
CC1CCN(C(=O)COc2ccccc2F)CC1 | 0% | i | 6 | -14% | 14% | -6% | 1% | 18% | i
Cc1cc(N2CCCCC2)n2ncc(-c3ccc(Cl)cc3)c2n1 | 0% | i | 23 | 11µM* | -10% | 14µM* | -8% | 6% | -24%[57.5 µM]
COC(=O)c1ccccc1CSc1nsc(C)c1C#N | ? | i | 10 | -24% | 18% | ? | 13% | 26% | i
O=C(Cn1c(=O)oc2cc(Cl)ccc21)Nc1cccc(C(F)(F)F)c1 | -25% | · | · | -5% | -4% | ? | · | · | -31%[inhibitor]
O=C1CC(/C=C/c2ccccn2)=Nc2ccccc2N1 | 14% | i | ? | 12% | -21% | -8% | -2% | 9% | -3%
O=C(COC(=O)CCc1c[nH]c(=O)[nH]1)Nc1ccccc1Cl | -5% | i | -15 | 0% | 3% | -8% | -6% | 6% | 14%[57.5 µM]
COc1cc(OC)c(NC(=O)[C@@H]2CCC(=O)N2C2OC(=O)c3c2ccc(OC)c3OC)cc1Cl (stereo partly specified) | -17% | i | 0 | 4% | -7% | 12% | 1% | 2% | -21%
Cc1cc(NS(=O)(=O)c2ccc(NC(=O)COc3ccccc3C(C)C)cc2)no1 | 2% | i | -10 | -10% | 0% | -7% | 0% | 3% | -53%[inhibitor]
Cc1ccc(C)c(S(=O)(=O)N2CCN(C(=O)Cc3ccccc3)CC2)c1 | ? | i | 5 | 12% | 9% | 3% | 8% | 6% | -7%
CSc1ncccc1C(=O)OC(C)C(=O)Nc1cccc(S(=O)(=O)N2CCOCC2)c1 (stereo unspecified) | 68%[activator] | i | 1 | · | -14% | -20% | 1% | 3% | i
CCCCN(C)C(=O)Cc1c(OC)ccc2cc(Br)ccc12 | ? | i | 12 | · | -16% | 12% | 4% | -2% | i
COc1cccc(C(=O)NC2CC3CCCC(C2)N3Cc2ccc(F)cc2)c1 (stereo unspecified) | -10% | i | -107* | -3% | 7% | 23% | 5% | 7% | -23%
Cc1[nH]c(=O)[nH]c(=O)c1NC(=O)c1sc2nc3c(C)cccc3cc2c1N | 3% | i | -17 | · | -10% | 17% | 5% | 8% | i
S=C(NCCc1ccccc1)NC1CC2CCC(C1)N2Cc1ccccc1 (stereo unspecified) | ? | i | -74* | 20% | 6% | -7% | 2% | 0% | -14%
